HT1080 IDH1KD tx: qHTS for induction of synthetic lethality in tumor cells producing 2HG: qHTS for the HT-1080-IDH1KD cell line; HT-1080 IDH1 knockdown viability, ATP luminescence, 48 h; actives 2% (n = 360,000); Potency, µM (doses to about 46.1 µM), without a hit: at the top dose activity, negative = toxicity, most hits filed as cytotoxic;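 further: potency means the concentration at half of the fitted maximal effect; 0% = DMSO wells and -100% = cell-free medium wells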
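% activity derives from luminescence (CellTiter-Glo), normalised to DMSO and no-cell wells. HT-1080-IDH1KD cells, 750/well, had 48 h compound exposure at 37 °C.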
HT1080-NT tox: qHTS for induction of synthetic lethality in tumor cells producing 2HG: qHTS for the HT-1080-NT fibrosarcoma cell line; HT-1080-NT fibrosarcoma viability, CellTiter-Glo ATP luminescence, 48 h; Potency, µM (top dose mostly 46.1 µM), inactives show at the top dose activity, negative = less viability, most hits filed as cytotoxic; AID 686970, 2013; actives 1.6% (n = 360,000);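 further: NT is the 2HG producing partner of a matched IDH1 knockdown line; potency means the concentration at half of the fitted maximal effect; 0% = DMSO-treated cells and -100% = media-only wells without cells; nearly all actives have a fitted effect of over 55% in size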
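Luminescent CellTiter-Glo readout after 48 hours of compound exposure at 37 degrees C defined viability of HT-1080-NT cells. Activity was normalized to DMSO wells and cell-free media wells; concentration-response curves were fitted and assigned curve classes.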
ATXN viability: Viability Counterscreen for Primary qHTS for Inhibitors of ATXN expression | S2 cells (HEK-293 line with an ATXN2-luciferase reporter) viability, CellTiter-Fluor protease fluorescence, 24 h | Potency, µM (highest dose often 56.7 µM), most hits filed as cytotoxic | actives 0.49% (n = 400,000) | AID 651635, 2014; further: potency means the concentration at half of the fitted maximal effect; nearly all actives have a fitted effect of over 40% in size
MCF10A rerep: A quantitative high throughput screen for small molecules that induce DNA re-replication in MCF 10a normal breast cells; MCF 10A DNA re-replication, Hoechst nuclear intensity, 48 h; Potency, µM (top dose mostly 46.1 µM), for the others: at the highest dose activity, positive = re-replication, most hits filed as activators; actives 2.9% (n = 350,000); AID 624296, 2012; further: potency means the concentration at half of the fitted maximal effect; % of control where 0% means no effect; nearly all actives have a fitted effect of over 50% in size
SW480 rereplic: A quantitative high throughput screen for small molecules that induce DNA re-replication in SW480 colon adenocarcinoma cells; SW480 DNA re-replication, Hoechst DNA content imaging, 48 h; Potency, µM (top dose mostly 46.1 µM), without a hit: at the top dose re-replication activation, actives largely listed as activators; actives 1.8% (n = 340,000); AID 624297, 2012; further: potency means the concentration at half of the fitted maximal effect; % of control where 0% means no effect; nearly all actives have a fitted effect of over 55% in size
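Image-based read-out: total Hoechst fluorescence of nuclei (405 nm excitation, 500-530 nm emission), with hits raising the fraction of high-intensity nuclei. SW480 colon cells incubated 48 hr with compounds at 37 C.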
IL-1B inflam inh: qHTS for Inhibitors of Inflammasome Signaling: IL-1-beta AlphaLISA Primary Screen | THP-1 LPS/ATP IL-1B secretion, AlphaLISA, 16 h; hits give low values | activity change, % at 57.5 µM | actives 4.7% (n = 360,000) | AID 743279, 2014; in the data active means activity change below about -50%; inconclusive means mostly about -30% to -49%; further: on the % scale 0 is the no-effect control and ±100 the full control effect
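THP-1 cells pretreated 1 hr with compounds (up to 57.5 uM final), then stimulated with LPS (250 ng/mL final) plus ATP (1.25 mM final); secreted IL-1B measured by AlphaLISA after 16 hr, decreased signal indicating inhibition.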
KB-V1 cytotox: qHTS assay for MDR1-selective chemotherapeutics: Primary screen using the drug-selected MDR subline cells KB-V1 | Potency, µM (top dose mostly 46.1 µM), inactives show top-dose activity change, negative = cytotoxicity, usual class: cytotoxic | KB-V1 MDR cells viability, CellTiter-Glo, 72 h | actives 3.4% (n = 400,000); further: potency means the concentration at half of the fitted maximal effect; on the % scale 0 is the no-effect control and ±100 the full control effect; nearly all actives have a fitted effect of over 60% in size
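Cytotoxicity toward P-gp-expressing KB-V1 cells was determined as loss of CellTiter-Glo luminescence after 72 h at 37 degrees C. Compounds were tested in quantitative HTS format across a concentration range, with curves fitted to normalized data.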
ATXN2 expr inh: Primary qHTS for Inhibitors of ATXN expression. HEK-293 ATXN2-luciferase reporter, luminescence, 24 h. Potency, µM (top dose mostly 57 µM), for inactives: at the highest dose activity change, negative = inhibition, most hits filed as inhibitors. actives 0.72% (n = 360,000); further: potency means the concentration at half of the fitted maximal effect; on the % scale 0 is the no-effect control and ±100 the full control effect; nearly all actives have a fitted effect of over 55% in size
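qHTS (up to 57 uM final) was run with 24 h compound exposure of reporter cells at 37 °C. Each well was multiplexed: SteadyGlo luminescence measured ATXN2-luciferase expression after a fluorogenic Gly-Phe-AFC viability readout (25 uM final).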
KB-3-1 tox: qHTS assay for MDR1-selective chemotherapeutics: Primary screen using the parental adenocarcinoma cell KB-3-1; Potency, µM (titrated, usually from 46.1 µM), without a hit: top-dose activity change, negative = cytotoxic, most hits filed as cytotoxic; actives 1.4% (n = 400,000); KB-3-1 viability, CellTiter-Glo ATP luminescence, 72 h; further: potency means the concentration at half of the fitted maximal effect; on the % scale 0 is the no-effect control and ±100 the full control effect; nearly all actives have a fitted effect of over 60% in size
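72 h, 37 °C compound treatment of KB-3-1 parental cells; CellTiter-Glo added, 10 min, luminescence read. Data corrected against DMSO-only plates and normalized before curve fitting.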
* hit, by the source's call; i = inactive; ? = inconclusive; . = no result given; [ ] = remark or other dose. Unless noted, the call rests on the fitted dose curve; in most records, active means well fitted curve in the direction sought with a large enough effect; inconclusive means small, poorly fitted or top-dose-only effect, or another doubt; inactive means no such curve, though single readings can be large; an effect the other way counts as inactive or inconclusive.

mol,HT1080 IDH1KD tx,HT1080-NT tox,ATXN viability,MCF10A rerep,SW480 rereplic,IL-1B inflam inh,KB-V1 cytotox,ATXN2 expr inh,KB-3-1 tox
CNC(=O)c1ccc(Nc2nnc(-c3ccc(C)c(S(N)(=O)=O)c3)c3ccccc23)cc1,0%,0%,i,-2%,-6%,9,0%,2%,4%
COC(=O)c1ccc(CNC(=O)C(C)N=C2NS(=O)(=O)c3ccccc32)cc1 (stereo not drawn),8%,6%,?,0%,0%,-4,7%,5%,?
CCCn1c(NC(=O)CCNC(=O)c2ccccc2Cl)nc2ccccc21,-1%,-3%,i,-5%,-3%,-17,3%,-11%,0%
O=C(NC1CCCCC1)C1CC(=O)N(c2ccccc2)C1 (stereo not drawn),21%,30%,i,10%,-10%,-13,7%,9%,?
C/C(=N/NC(=O)c1cc(C(C)C)[nH]n1)c1cccs1,3%,0%,i,6%,-1%,0,0%,?,-5%
CCOc1cc(N2CCOCC2)c(OCC)cc1NC(=O)CN1C(=O)NC(C)(C2CC2)C1=O (stereo not drawn),3%,4%,i,?,-7%,-19,13%,-7%,2%
N#C/C(=C/c1ccc(-c2ccc(S(N)(=O)=O)cc2)o1)c1nc2ccccc2s1,?,?,i,3.7µM*,10µM*,10,0%,-27%,0%
CCN1C(=O)c2cccc3c(S(=O)(=O)Nc4ccccc4)ccc1c23,-18%,-5%,i,23µM*,13%,94,12µM*,75%[activator],?
COc1ccc2[nH]c(=O)c(C(c3nnnn3CC3CCCO3)N3CCCCC3)cc2c1 (stereo not drawn),8%,10%,i,0%,-4%,0,0%,23%,8%
O=C(COc1ncnc2sccc12)NC1CCS(=O)(=O)C1 (stereo not drawn),-9%,9%,i,-14%,-16%,57,5%,2%,9%
CN(C)CCCN(C(=O)c1ccc2c(c1)OCCO2)c1nc2cc3c(cc2s1)OCO3,7%,-8%,i,4%,?,i,-30%,-23%,-6%
CC1(Cc2cccc(C#N)c2)C(=O)Nc2c(Cl)cccc21 (stereo not drawn),7%,9%,i,.,.,-5,-22%,10%,-6%
Cc1ccc(NC2=CC(=O)CC(C)(C)C2)c(N)c1,-4%,-5%,i,6%,-4%,-3,8%,5%,0%
COc1ccc(Oc2nc(C)cc(C)c2C#N)cc1,0%,-4%,i,21%,-1%,34,-28%,-1%,0%
Cc1cccc(C(=O)OCC(=O)NCC(C)C)c1O,11%,14%,i,-3%,-3%,-14,-1%,3%,20%
O=C(/C=C/Nc1cccc(O)c1)c1ccccc1,?,-2%,i,?,6%,6,1%,19%,2%
Cc1nc2c(sc(=S)n2Cc2ccco2)c(=O)n1CC(=O)Nc1cc(F)ccc1F,8%,-1%,?,23µM*,-5%,6,10%,.,-6%
CC(C)(C)OC(=O)N1CCC(NC(=O)c2[nH]cnc2C(=O)Nc2ccccc2F)CC1,6%,6%,i,.,.,13,0%,6%,4%
Cc1cc(C(F)F)n2nc(C(=O)Nc3sc4c(c3C#N)CCC(C)C4)nc2n1 (stereo not drawn),1%,3%,i,8%,-11%,-15,4%,9%,-2%
CCOc1ccccc1N=Cc1c(O)c2ccccc2oc1=O,-17%,-6%,i,10%,4%,?,-6%,-9%,2%
Cc1nc(C)c(-c2ccccc2)c(=O)[nH]1,-3%[9.24 µM],14%,?,2%,-11%,1,1%,7%,8%
COc1ccc(NC(=O)C[C@H]2C(=O)N(CCc3ccccc3)C[C@@H]2CSC)cc1,9%,9%,?,.,.,-11,?,-15%,-3%
CCOC(=O)c1sc2ncn(/N=C/c3ccc(O)cc3)c(=O)c2c1C,-10%,-14%,i,19%,-1%,-8,0%,?,-1%
Cc1nn(-c2ccccn2)c2nc(-c3cccs3)cc(C(=O)N3CCOCC3)c12,1%,-4%,i,?,?,?,0%,-4%,15%
Cc1ccc(-c2nc3sc(C(N)=O)c(N)c3c3c2CCCC3)cc1,2%,12%,i,5.2µM*,16µM*,-2,?,-10%,4%

(listing goes on)
mol,HT1080 IDH1KD tx,HT1080-NT tox,ATXN viability,MCF10A rerep,SW480 rereplic,IL-1B inflam inh,KB-V1 cytotox,ATXN2 expr inh,KB-3-1 tox
S=C(NC1CCCCC1)c1ccc2c(c1)OCO2,9%,0%,i,20%,-5%,7,0%,39%[activator],0%
COc1ccc(N2C(=O)CCC(C(=O)c3ccccc3)=C2C)cc1,3%,-2%,i,-1%,-6%,19,?,-1%,-12%
Cc1ccc(SCC(=O)N2N=CCC2c2ccccc2)cc1 (stereo not drawn),6%,-3%,i,?,17%,-30,-20%,6%,-18%
CCOc1ccccc1NC(=O)COC(=O)CCOc1cc(C)ccc1C,9%,4%,i,0%,-12%,14,8%,-2%,5%
CCc1cccc(NC(=O)c2ccc(CN3C(=O)C(C)=C(c4ccc(OC)cc4)S3(=O)=O)cc2)c1,.,.,i,.,.,.,-3%,14%,-1%
O=C(c1ccc(Cl)c(S(=O)(=O)N2CCCC2)c1)N1CCN(Cc2ccccc2)CC1,6%,-4%,i,-4%,?,-23,-18%,-17%,?
CCCOc1ccc(-c2csc3nc[nH]c(=O)c23)cc1,6%,4%,?,-1%,14%,-7,-20%,.,-8%
CN1CCN(c2nc(Nc3ccccc3)nc(N)c2[N+](=O)[O-])CC1,-10%,-4%,?,3%,-8%,-5,-13%,2%,1%
O=C1CCC(C(=O)N2CCc3ccccc3C2)CN1CCCN1CCOCC1 (stereo not drawn),2%,3%,i,-4%,-12%,0,25%,7%,1%
CCOC(=O)c1c(NC(=O)COc2ccc(Cl)cc2Cl)sc2c1CCCCC2,.,.,i,.,.,.,1%,35%,3%
Nc1cc(=O)[nH]c(SCC(=O)Nc2cccc([N+](=O)[O-])c2)n1,6%,7%,i,-5%,-8%,8,?,-6%,?
COc1cccc(C(C)=NNc2ccc([N+](=O)[O-])cc2[N+](=O)[O-])c1OC,2%,9%,i,.,.,11,18%,.,10%
Cc1ccc(Nc2nnc(SCC(=O)NCCN3C(=O)CSC3=O)s2)cc1C,0%,0%,?,11%,-2%,-3,-5%,.,-2%
O=C(N/N=C/c1cc(Br)cc(Br)c1O)c1cccc(S(=O)(=O)N2CCOCC2)c1,?,-26%,i,-2%,0.65µM*,80,-2%,-19%,?
NC(=O)c1ccsc1NC(=O)COC(=O)[C@@H]1CCCN1C(=O)c1cccs1,-13%,-19%,i,-9%,-4%,24,10%,6%,-1%
CC1CCN(C(=O)c2ccc(NS(C)(=O)=O)cc2)CC1,-3%,-1%,i,-1%,-6%,3,-18%,5%,-3%
O=C(Cc1ccc([N+](=O)[O-])cc1)Nc1ccc2c(c1)OCO2,-13%,-5%,i,0%,6%,-16,14%,6%,0%
CC(NC(=O)c1ccc2ccccc2n1)c1ccc(S(N)(=O)=O)cc1 (stereo not drawn),-12%,-29%,.,-6%,-3%,18,-14%,23%,3%
Cc1cccc(NC(=S)NCc2ccc3[nH]c4c(c3c2)CCCC4)c1,-22%,-8%,i,?,?,-10,?,-21%,16µM*
Cc1cc(NC(=O)CC(F)(F)F)n(-c2ccccc2)n1,-12%,-7%,i,-3%,-1%,4,8%,13%,?
CC(=O)c1ccc(-n2nnnc2SCC(=O)N2CCc3ccccc3C2)cc1,12%,8%,?,-3%,?,6,12µM*,-2%,4%
CSc1ccc(CN(C)CC(=O)Nc2ccc(NC(C)=O)cc2)cc1,-1%,0%,i,-3%,-12%,-2,?,-6%,-9%
COc1ccc(S(=O)(=O)N(C)C[C@@H]2Oc3c(NS(C)(=O)=O)cccc3C(=O)N([C@@H](C)CO)C[C@H]2C)cc1,2%,-2%,i,?,2%,18,0%,0%,0%
CCNc1nc(Oc2ccc(=O)n(C)n2)nc(N2CCOCC2)n1,4%,13%,i,-1%,-1%,-8,15%,5%,11%
COc1ccc(OC(C)C(=O)Nc2ccccc2C(F)(F)F)cc1 (stereo not drawn),-28%,-19%,i,?,?,6,?,4%,?

Remaining list, next part.
mol,HT1080 IDH1KD tx,HT1080-NT tox,ATXN viability,MCF10A rerep,SW480 rereplic,IL-1B inflam inh,KB-V1 cytotox,ATXN2 expr inh,KB-3-1 tox
COc1ccc(C(=O)NCc2nnc(SCC(=O)Nc3cccc(C(F)(F)F)c3)o2)cc1OC,7%,3%,i,-5%,-2%,-2,23%,-15%,8%
CC(C)(C)c1nn2cnnc2n(/N=C/c2ccccc2)c1=O,25%,4%,i,0%,-3%,10,14%,-20%,-3%
COc1ccccc1C(=O)Nc1ccc2c(c1)OCO2,-24%,-7%,i,-7%,-8%,1,-10%,66%[activator],10%
COCCn1nnnc1C(c1ccc(Cl)cc1)N1CCSCC1 (stereo not drawn),-16%,0%,i,?,-9%,-10,4%,0%,-4%

Three entries from above, field by field:
> COc1ccc(C(=O)NCc2nnc(SCC(=O)Nc3cccc(C(F)(F)F)c3)o2)cc1OC
- HT1080 IDH1KD tx: 7%
- HT1080-NT tox: 3%
- ATXN viability: i
- MCF10A rerep: -5%
- SW480 rereplic: -2%
- IL-1B inflam inh: -2
- KB-V1 cytotox: 23%
- ATXN2 expr inh: -15%
- KB-3-1 tox: 8%

> CC(C)(C)c1nn2cnnc2n(/N=C/c2ccccc2)c1=O
- HT1080 IDH1KD tx: 25%
- HT1080-NT tox: 4%
- ATXN viability: i
- MCF10A rerep: 0%
- SW480 rereplic: -3%
- IL-1B inflam inh: 10
- KB-V1 cytotox: 14%
- ATXN2 expr inh: -20%
- KB-3-1 tox: -3%

> COc1ccccc1C(=O)Nc1ccc2c(c1)OCO2
- HT1080 IDH1KD tx: -24%
- HT1080-NT tox: -7%
- ATXN viability: i
- MCF10A rerep: -7%
- SW480 rereplic: -8%
- IL-1B inflam inh: 1
- KB-V1 cytotox: -10%
- ATXN2 expr inh: 66%[activator]
- KB-3-1 tox: 10%

Hits appear at their usual frequency; about 11% have a hit in one of these screens.
